# T cruzi growth: T. cruzi proliferation inhibition. AID 624255. T. cruzi beta-gal in NIH3T3, GalScreen luminescence, 90 h. actives 5.9% (n = 77,000). inhibition, % at 8.34 µM;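 active = mean inhibition above about 93%, with at least 55% of replicates each passing it, limit read from the data, passing the limit was not always enough; inconclusive = only one of those two conditions holds; inactive = neither condition holds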
# C diff growth: blocks growth of Clostridium difficile | Clostridium difficile clinical isolate growth, OD600, 24 h; hits give low values | growth activity, negative = inhibition, % at 16 µg/mL (by protocol) | actives 0.25% (n = 86,000);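 active = mean growth activity at or below -80% and every replicate also at or below -80%; inconclusive = mean at or below -80% but some replicate above -80%; inactive = mean growth activity above -80%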;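 note: 0% = DMSO wells and -100% = levofloxacin 16 µg/mL wells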
# Pf Dd2 growth: P. falciparum Dd2 growth inhibition; activity change, % at 10 µM; actives 2.3% (n = 94,000); SYBR Green, 72 h; hits give low values; in the data active = activity change below about -80%; inconclusive = no clear call, values can overlap the other calls
# GASC1 inh: blocks human GASC-1 (KDM4C) demethylase activity | GST-KDM4C 2-372, H3K9me3 peptide, LANCE TR-FRET | actives 0.15% (n = 96,000) | inhibition, % at 12.5 µM | Q9H3R0;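 active = mean replicate inhibition above about 25%, with at least 55% of replicates also reaching it, limit read from the data, passing the limit was not always enough; inconclusive = only one of those two conditions met; inactive = neither condition met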
# Target sequence (Q9H3R0 2-372 limits assumed): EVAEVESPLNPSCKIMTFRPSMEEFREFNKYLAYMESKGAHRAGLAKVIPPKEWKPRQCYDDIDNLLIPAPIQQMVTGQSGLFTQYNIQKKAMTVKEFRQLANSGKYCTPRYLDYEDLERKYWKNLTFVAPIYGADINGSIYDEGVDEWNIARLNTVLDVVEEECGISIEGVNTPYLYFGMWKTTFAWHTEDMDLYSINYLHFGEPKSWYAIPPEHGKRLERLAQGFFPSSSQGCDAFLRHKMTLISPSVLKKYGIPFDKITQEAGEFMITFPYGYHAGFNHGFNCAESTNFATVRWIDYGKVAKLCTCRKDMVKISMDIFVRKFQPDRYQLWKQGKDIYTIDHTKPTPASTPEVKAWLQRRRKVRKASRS
#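 Material: N-terminal GST-fused human GASC-1 (KDM4C) fragment, residues 2-372. Input: 10 nM enzyme. Incubation: enzyme reaction 30 min, then detection 60 min, both room temperature. Doses: one test concentration per compound. Read-out basis: inhibition from TR-FRET ratio decrease. Detection: LANCE TR-FRET, excitation 340 nm, emissions 618 and 671 nm.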
# Starred values were filed as active, the others as inactive; ? = inconclusive; nt = no result given; & = joins results of further samples.
SMILES,T cruzi growth,C diff growth,Pf Dd2 growth,GASC1 inh
C[C@@H]1CCCCO[C@@H](CN(C)C(=O)Nc2ccccc2)[C@@H](C)CN([C@@H](C)CO)C(=O)c2cc(NS(=O)(=O)c3ccc(F)cc3)ccc2O1,nt,8,-48,3.4
O=C(C[C@H]1C=C[C@H](NC(=O)c2ccncc2)[C@H](CO)O1)Nc1ccccc1,nt,0,26,1.0
CN1CCN(C(=O)C[C@H]2C[C@H]3c4cc(NC(=O)Nc5ccccc5F)ccc4O[C@H]3[C@H](CO)O2)CC1,-24,0,-7,-0.1
COc1ccc(-c2cnc3c(c2)C(=O)N([C@@H](C)CO)C[C@H](C)[C@@H](CN(C)C(=O)C2CCCCC2)O3)cc1,nt,-6,-46,1.1
CC(C)NC(=O)Nc1ccc2c(c1)CC(=O)N([C@@H](C)CO)C[C@H](C)[C@@H](CN(C)C(=O)Nc1cccc3ccccc13)O2,12,-4,27,-0.1
CC(=O)N(C)C[C@@H]1Oc2cc(-c3ccncc3)ccc2S(=O)(=O)N([C@@H](C)CO)C[C@@H]1C,7,-3,-8,0.5
O=C(N[C@H]1CC[C@H](CCNS(=O)(=O)c2cccc(Cl)c2)O[C@H]1CO)c1ccncc1,57,nt,0,-0.9
C[C@H]1CN([C@@H](C)CO)C(=O)c2cccc(NC(=O)c3nc4ccccc4s3)c2O[C@H]1CN(C)Cc1ccncc1,nt,3,-4,0.2
O=C(C1CCCC1)N1C[C@H]2[C@@H](c3ccccc31)[C@@H](CO)N2C(=O)c1ccccc1,-23,-8,4,0.1
CO[C@@H]1CN(C)C(=O)c2ccc(NC(C)=O)cc2OC[C@@H](C)N(CCc2ccccc2)C[C@H]1C,30,nt,-28,-0.2
C[C@H](CO)N1C[C@H](C)[C@H](CN(C)Cc2ccc(C(=O)O)cc2)Oc2ccc(NS(=O)(=O)c3cccs3)cc2CC1=O,-6,-5,25,-1.2
C[C@H](CO)N1C[C@H](C)[C@H](CN(C)Cc2cccc3c2OCCCO3)OCc2ccccc2-c2c(n(C)c3ccccc23)C1=O,nt,0,-71,-1.1
C[C@@H]1CN([C@@H](C)CO)C(=O)c2cccc(NC(=O)Nc3ccc4c(c3)OCO4)c2O[C@@H]1CN(C)C(=O)Nc1ccccc1,19,18,-27,-0.7
C[C@@H]1CN([C@@H](C)CO)C(=O)c2cc(NS(=O)(=O)c3cn(C)cn3)ccc2O[C@@H](C)CCCCO[C@@H]1CN(C)C(=O)CCCN(C)C,-128,3,33,2.8
CCCC#Cc1ccc2c(c1)O[C@@H](CN(C)C(=O)c1ccccn1)[C@H](C)CN([C@H](C)CO)S2(=O)=O,23,4,-32,0.8
O=C([C@H]1[C@H](CO)[C@H]2Cn3c(cccc3=O)[C@@H]1N2C(=O)c1ccccc1)N1CCCCC1,91,2,16,1.1
CNC[C@@H]1Oc2ccc(NS(=O)(=O)c3ccc(C)cc3)cc2CC(=O)N([C@H](C)CO)C[C@H]1C,13,3,16,0.2
N#C[C@H]1[C@H](c2ccccc2)[C@@H](CO)N1C(=O)c1ccc2c(c1)OCO2,4,2,13,2.1
CC(C)NC(=O)Nc1ccc2c(c1)C(=O)N([C@@H](C)CO)C[C@H](C)[C@@H](CN(C)Cc1ccccc1)OCCCC[C@@H](C)O2,27,16,-44,14
CC(=O)N1[C@H](CO)[C@H](c2ccccc2)[C@H]1CN(CC(C)C)C(=O)c1ccccn1,-11,1,8,0.7
C[C@@H]1CN([C@@H](C)CO)C(=O)c2cc(NC(=O)CCC(F)(F)F)ccc2O[C@H]1CN(C)S(=O)(=O)c1ccc(F)cc1,9,-12,7,-0.7
COc1cccc(-c2ccc3c(c2)[C@H]2[C@H](CCN2S(=O)(=O)c2ccccc2OC)[C@H](CO)N3)c1,?,-7,-42,0.7
Cc1cccc(-c2ccc([C@H]3[C@H]4CN(S(=O)(=O)c5cccs5)CCCCN4[C@H]3CO)cc2)c1,107*,39,-6,2.3
O=S(=O)(NCC[C@H]1CC[C@@H](NS(=O)(=O)c2ccccc2Cl)[C@H](CO)O1)c1ccc(F)cc1,-29,-5,-2,-1.9
Cc1noc(C)c1S(=O)(=O)N(C)C[C@@H]1OCCCC[C@H](C)Oc2ccc(NC(=O)NC(C)C)cc2C(=O)N([C@H](C)CO)C[C@@H]1C,28,-3,-9,0.1

# The final 6 records of the part above come first, to join the parts.
SMILES,T cruzi growth,C diff growth,Pf Dd2 growth,GASC1 inh
CC(=O)N1[C@H](CO)[C@H](c2ccccc2)[C@H]1CN(CC(C)C)C(=O)c1ccccn1,-11,1,8,0.7
C[C@@H]1CN([C@@H](C)CO)C(=O)c2cc(NC(=O)CCC(F)(F)F)ccc2O[C@H]1CN(C)S(=O)(=O)c1ccc(F)cc1,9,-12,7,-0.7
COc1cccc(-c2ccc3c(c2)[C@H]2[C@H](CCN2S(=O)(=O)c2ccccc2OC)[C@H](CO)N3)c1,?,-7,-42,0.7
Cc1cccc(-c2ccc([C@H]3[C@H]4CN(S(=O)(=O)c5cccs5)CCCCN4[C@H]3CO)cc2)c1,107*,39,-6,2.3
O=S(=O)(NCC[C@H]1CC[C@@H](NS(=O)(=O)c2ccccc2Cl)[C@H](CO)O1)c1ccc(F)cc1,-29,-5,-2,-1.9
Cc1noc(C)c1S(=O)(=O)N(C)C[C@@H]1OCCCC[C@H](C)Oc2ccc(NC(=O)NC(C)C)cc2C(=O)N([C@H](C)CO)C[C@@H]1C,28,-3,-9,0.1
COCC(=O)N1C[C@@H](C)[C@H](OC)CN(C)C(=O)c2ccc(NC(=O)C3CCC3)cc2OC[C@@H]1C,-7,nt,25,0.1
CCS(=O)(=O)N1[C@H](CO)[C@@H](c2ccccc2)C12CN(C(=O)C1CCCCC1)C2,nt,-2,13,1.4
Cc1ccc(S(=O)(=O)Nc2ccc3c(c2)C(=O)N([C@H](C)CO)C[C@@H](C)[C@H](CN(C)S(=O)(=O)c2ccc(F)cc2)OCCCC[C@@H](C)O3)cc1,109*,-14,-57,0.2
C[C@H]1CN([C@@H](C)CO)C(=O)c2cc(-c3ccc(F)cc3)cnc2O[C@H]1CN(C)C(=O)Cc1ccccn1,nt,-8,11,2.1
COCCNC(=O)C[C@@H]1C[C@H]2c3cc(NC(=O)Nc4ccc(C(F)(F)F)cc4)ccc3O[C@H]2[C@H](CO)O1,123*,nt,-68,0.2
C/C=C/c1cnc2c(c1)C(=O)N([C@@H](C)CO)C[C@H](C)[C@@H](CN(C)C(=O)c1cnccn1)O2,nt,-1,22,0.5
Cc1noc(C)c1S(=O)(=O)Nc1ccc2c(c1)C(=O)N([C@H](C)CO)C[C@H](C)[C@@H](CN(C)S(=O)(=O)c1cccs1)OCCCC[C@H](C)O2,-31,-7,-18,0.4
N#C[C@H]1[C@H](c2ccc(-c3ccccc3F)cc2)[C@@H](CO)N1C(=O)C1CCC1,-20,11,15,2.1
C[C@@H]1CN([C@H](C)CO)C(=O)c2cc(NC(=O)CCCCCC(=O)Nc3ccccc3N)ccc2O[C@H]1CN(C)C,nt,8&-1,-73,2.4
COc1ccc(S(=O)(=O)N(C)C[C@@H]2Oc3ccc(NC(=O)C4CCCCC4)cc3CC(=O)N([C@@H](C)CO)C[C@H]2C)cc1,54,0,-41,-1.8
CCCNC(=O)Nc1ccc2c(c1)C(=O)N(C)C[C@@H](OC)[C@H](C)CN(Cc1ccccc1)[C@H](C)CO2,23,nt,nt,2.0
CCCNC(=O)C[C@@H]1C[C@H]2c3cc(NC(=O)Nc4ccc(OC)cc4)ccc3O[C@H]2[C@H](CO)O1,42,2,-7,-0.3
Cc1ccc(S(=O)(=O)N(C)C[C@H]2OCCCC[C@@H](C)Oc3ccc(NS(=O)(=O)c4c(C)noc4C)cc3C(=O)N([C@@H](C)CO)C[C@H]2C)cc1,23,-13,-60,-1.5
C[C@@H]1CN([C@H](C)CO)S(=O)(=O)c2ccc(C#CC3CC3)cc2O[C@H]1CN(C)C(=O)c1ccncc1,93,2,-50,5.3
C[C@H]1CN([C@@H](C)CO)C(=O)Cc2cc(NS(C)(=O)=O)ccc2O[C@@H]1CN(C)Cc1ccc(C(=O)Nc2ccccc2N)cc1,77,-7,-27,1.0
CC(C)NC(=O)N(C)C[C@@H]1OCCCC[C@@H](C)Oc2ccc(NC(=O)Nc3cccc4ccccc34)cc2C(=O)N([C@@H](C)CO)C[C@H]1C,-59,-5,nt,-0.1
COc1ccc2c3c([nH]c2c1)[C@@H](CO)N(C(=O)C1CCCC1)CC31CN(C(=O)NC(C)C)C1,nt,0,0,-0.7
CC(C)NC(=O)Nc1ccc2c(c1)CC(=O)N([C@H](C)CO)C[C@H](C)[C@H](CN(C)S(=O)(=O)c1cn(C)cn1)O2,-17,-1,27,-3.0
COc1ccc(C#Cc2cnc3c(c2)C(=O)N([C@H](C)CO)C[C@H](C)[C@H](CN(C)S(=O)(=O)c2ccccc2)O3)cc1OC,30,5,-76,-0.7
O=C(Nc1cc(F)ccc1F)N[C@@H]1C=C[C@H](CC(=O)N2CCc3ccccc3C2)O[C@@H]1CO,17,nt,0,0.4
C[C@@H]1CN([C@H](C)CO)S(=O)(=O)c2ccc(C#CC3CC3)cc2O[C@@H]1CN(C)Cc1ccccn1,54,5,-41,1.0
CO[C@@H]1CN(C)C(=O)c2ccc(NC(=O)Nc3ccccc3F)cc2OC[C@H](C)NC[C@@H]1C,-11,0,23,-1.4
O=C(C[C@@H]1CC[C@@H](NC(=O)c2cccc(F)c2)[C@H](CO)O1)NCc1ccccc1,27,3,-5,0.6
C[C@H]1CN([C@@H](C)CO)S(=O)(=O)c2ccc(-c3ccc(F)cc3)cc2O[C@@H]1CN(C)C(=O)C1CC1,-163,-7,-20,-1.1
Cc1cccc(-c2ccc([C@@H]3[C@H]4CN(Cc5cncnc5)CCCCN4[C@H]3CO)cc2)c1,103*,-6,16,-0.3

# Continued:
SMILES,T cruzi growth,C diff growth,Pf Dd2 growth,GASC1 inh
C[C@@H]1CN([C@H](C)CO)C(=O)c2cc(C#CC3CC3)cnc2O[C@@H]1CN(C)C(=O)C1CCCCC1,24,nt,-10,-0.3
O=C(C[C@@H]1C=C[C@H](NC(=O)c2ccc(F)cc2)[C@H](CO)O1)NCCc1ccccc1,-36,5,-15,-1.2
COc1ccc(C#Cc2ccc([C@@H]3[C@@H](CO)N4CCCCN(C(=O)Nc5ccc(F)cc5)C[C@H]34)cc2)cc1,116*,32,-68,-1.4
C[C@H](CO)N1C[C@H](C)[C@@H](CN(C)Cc2ccc(C(=O)O)cc2)Oc2c(NC(=O)Nc3ccc(C(F)(F)F)cc3)cccc2C1=O,17,-2,24,1.7
CS(=O)(=O)N1CC(=O)N2[C@@H](CO)[C@@H](c3ccc(C#CCC4CCCC4)cc3)[C@@H]2C1,nt,-10,-41,-0.3
CO[C@H]1CN(C)C(=O)c2ccc(NC(=O)C3CCC3)cc2OC[C@@H](C)N(CC2CCCCC2)C[C@H]1C,43,nt,-63,-0.1
COc1ccc2c3c([nH]c2c1)[C@H](CO)N(C(=O)Nc1ccc(F)cc1)CC31CN(Cc2nccs2)C1,nt,-6,-17,-1.6
CC(=O)N(C)C[C@H]1Oc2ncc(C#CCc3ccccc3)cc2C(=O)N([C@H](C)CO)C[C@@H]1C,-13,-2,-15,0.5
C[C@@H]1CN([C@H](C)CO)C(=O)c2cccc(NS(=O)(=O)c3cccs3)c2O[C@H]1CN(C)C,nt,-1,-8,0.4
C[C@@H]1CN([C@@H](C)CO)C(=O)c2cc(NC(=O)c3ccncc3)ccc2O[C@@H](C)CCCCO[C@@H]1CN(C)C(=O)Cc1ccccc1,19,-5,1,nt
Cc1ccc(S(=O)(=O)Nc2ccc3c(c2)C(=O)N([C@H](C)CO)C[C@@H](C)[C@H](CN(C)Cc2ccc(Oc4ccccc4)cc2)O3)cc1,41,nt,-4,-2.6
COc1ccccc1CN1CC2(C1)[C@H](c1ccccc1)[C@@H](CO)N2Cc1ccccc1,nt,29,-90*,-1.0
C[C@H]1CN([C@@H](C)CO)C(=O)CCCn2nncc2CO[C@@H]1CN(C)Cc1ccc(-c2ccccc2)cc1,33,10,-20,nt
CCCNC(=O)C[C@H]1CC[C@H]2[C@@H](COc3ccc(NC(=O)c4cccc(Cl)c4)cc3C(=O)N2C)O1,nt,0,18,2.3
CCCN(C)C[C@H]1Oc2cc(-c3cccc(C#N)c3)ccc2S(=O)(=O)N([C@H](C)CO)C[C@H]1C,29,6,-29,-1.7
O=C(NC1CCCC1)N1CC(=O)N2[C@H](C1)[C@@H](c1ccc(/C=C/c3ccccc3)cc1)[C@@H]2CO,nt,-2,-27,-1.6
CCCC(=O)Nc1ccc2c(c1)C(=O)N(C)C[C@@H](OC)[C@H](C)CN(Cc1ccc(F)cc1)[C@H](C)CO2,21,nt,nt,-0.4
CO[C@@H]1CC[C@H]2CCN(C)C(=O)C[C@H](c3ccccc3)CN(C)C(=O)c3cc(C#N)ccc3OC[C@@H]1O2,-8,-6,nt,-1.3
